From PubChem
TGFb SMAD3 inh = qHTS for Inhibitors of TGF-b. HepG2 CAGA-GFP TGF-b/SMAD3 reporter, GFP fluorescence, 18 h; TGF-beta stimulated, 500 pg/mL final. Potency, µM (series often up to 46.1 µM), for the others: top-dose activity, negative = inhibition, hits mostly inhibitors. 410,000 compounds, 1.2% hits; further: potency means the concentration at half of the fitted maximal effect; on the % scale 0 is the no-effect control and ±100 the full control effect; nearly all actives have a fitted effect of over 65% in size
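Read-out: total well GFP (ex488/em500-530) summed from mean per-cell fluorescence. Cells: HEPG2 CAGA-GFP, 1% FBS DMEM, 18 h at 37 degrees C with 500 pg/mL final TGF-beta. Unstimulated wells served as the full-inhibition control; stimulated DMSO wells = 0%.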
Mm-Cpn inhibitor = Inhibitors of TCP-1 ring complex (TRiC) of Methanococcus maripaludis (MmCpn): qHTS; purified Mm-Cpn ATPase, ADP Transcreener TR-FRET; Chaperonin Mm-Cpn (Methanococcus maripaludis); 330,000 compounds, 0.031% hits; AID 504842, 2011; Potency, µM (doses to about 76.9 µM), for inactives: top-dose activity, negative = inhibition, hits mostly inhibitors; further: potency means the concentration at half of the fitted maximal effect; on the % scale 0 is the no-effect control and ±100 the full control effect; nearly all actives have a fitted effect of over 80% in size
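Purified archaeal Mm-CPN (25nM final) preincubated 10 min at 37degC with compound, then 10uM ATP for 30 min at 37degC; ADP measured by HTRF Transcreener TR-FRET; buffer 30 mM TRIS pH 7.4, 100mM KCl, 5mM MgCl2, 1mM DTT.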
Akt phos inh = HTS Assay for Inhibitors of Akt Phophorylation: Primary Screen | 360,000 compounds, 0.32% hits | AID 651550, 2012 | Neuro2A IGF-stimulated pAkt S473 HTRF, 20 min; stronger effect = lower value | activity change, % for hits at 50 µM; in the data active means activity change below about -80%; inconclusive means mostly about -51% to -80%; further: on the % scale 0 is the no-effect control and ±100 the full control effect
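Single-point screen (50 µM final compound) in Neuro2A cells stimulated 20 min with 6 nM IGF at 37 deg C. After lysis, Ser473-phosphorylated Akt read by HTRF (ex 330 nm, em 615/665 nm) as the 665/615 ratio.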
Nrf2 activator = qHTS of Nrf2 Activators; AREc32 ARE-luciferase reporter (MCF7-derived line), luminescence, 24 h; Potency, µM (highest dose often 46.1 µM), inactives show at the top dose activation, most hits filed as activators; 410,000 compounds, 0.31% hits; AID 624171, 2012; further: potency means the concentration at half of the fitted maximal effect; % of control where 0% means no effect; nearly all actives have a fitted effect of over 65% in size
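Nrf2 activation is followed as ARE-luciferase induction in the AREc32 line after one day of compound treatment; luminescence is read with Steady-Glo.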
EPAC2 agonist = qHTS for Agonist of cAMP-regulated guanine nucleotide exchange factor 4 (EPAC2): primary screen; Potency, µM (titrated, usually from 154 µM), without a hit: top-dose activation, hits mostly activators; Rap guanine nucleotide exchange factor 4 (Homo sapiens), Q8WZA2; 360,000 compounds, 0.079% hits; EPAC2 activation, biochemical qHTS; response scale: 100% = 6.5 mM cAMP response; further: potency means the concentration at half of the fitted maximal effect; nearly all actives have a fitted effect of over 50% in size
Target sequence (Q8WZA2 whole entry, looked up): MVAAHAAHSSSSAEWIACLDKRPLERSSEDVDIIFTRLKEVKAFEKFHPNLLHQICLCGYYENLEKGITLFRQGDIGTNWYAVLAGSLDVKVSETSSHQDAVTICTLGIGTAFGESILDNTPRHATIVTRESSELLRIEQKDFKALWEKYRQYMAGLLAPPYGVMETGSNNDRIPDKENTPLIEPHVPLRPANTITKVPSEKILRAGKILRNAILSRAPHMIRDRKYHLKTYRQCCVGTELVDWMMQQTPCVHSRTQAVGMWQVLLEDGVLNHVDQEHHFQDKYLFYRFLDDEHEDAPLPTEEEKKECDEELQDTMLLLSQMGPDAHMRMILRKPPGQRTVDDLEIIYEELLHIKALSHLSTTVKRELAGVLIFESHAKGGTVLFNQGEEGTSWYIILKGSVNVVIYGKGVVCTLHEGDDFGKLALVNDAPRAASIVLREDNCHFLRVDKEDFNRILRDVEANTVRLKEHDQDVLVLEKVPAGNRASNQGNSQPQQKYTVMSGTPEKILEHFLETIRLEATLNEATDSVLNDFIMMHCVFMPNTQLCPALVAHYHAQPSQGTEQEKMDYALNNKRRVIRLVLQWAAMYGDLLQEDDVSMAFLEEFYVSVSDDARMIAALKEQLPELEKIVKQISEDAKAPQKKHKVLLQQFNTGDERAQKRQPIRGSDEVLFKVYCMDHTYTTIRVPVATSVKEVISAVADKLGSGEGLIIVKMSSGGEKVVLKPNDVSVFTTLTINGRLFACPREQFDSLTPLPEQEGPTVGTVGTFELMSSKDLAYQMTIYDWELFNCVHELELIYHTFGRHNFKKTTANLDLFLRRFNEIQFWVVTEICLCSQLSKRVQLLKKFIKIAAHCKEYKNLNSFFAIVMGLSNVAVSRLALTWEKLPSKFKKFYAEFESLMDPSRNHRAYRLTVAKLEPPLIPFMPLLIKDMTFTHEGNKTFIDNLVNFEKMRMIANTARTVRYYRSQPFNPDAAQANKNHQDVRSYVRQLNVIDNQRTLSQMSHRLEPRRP
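Readout is BODIPY fluorescence (480 nm excitation, 540 nm emission), which falls as labeled GDP is exchanged off Rap1B. EPAC2 at 100 nM acted on 250 nM RAP1B-BODIPY-GDP with 50 uM GDP present.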
Nrf2 inh = Nrf2 qHTS screen for inhibitors; 360,000 compounds, 2.1% hits; Potency, µM (top dose mostly 46 µM), without a hit: top-dose activity change, negative = inhibition, most hits filed as inhibitors; A549 ARE-Fluc reporter, luciferase luminescence, 18-24 h; further: potency means the concentration at half of the fitted maximal effect; on the % scale 0 is the no-effect control and ±100 the full control effect; nearly all actives have a fitted effect of over 60% in size
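Quantitative HTS in A549 cells stably bearing an antioxidant response element-firefly luciferase construct. Inhibition of Nrf2-driven transcription was scored by luminescence after 18-24 h of compound exposure at 37 °C.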
A549 viability = Nrf2 qHTS screen for inhibitors: counterscreen for cytotoxicity | A549 ARE-Fluc cells, CellTiter-Fluor viability, 18-24 h | Potency, µM (series often up to 46 µM), for the others: at the top dose activity change, negative = cytotoxicity, hits mostly inhibitors | 390,000 compounds, 0.16% hits; further: potency means the concentration at half of the fitted maximal effect; on the % scale 0 is the no-effect control and ±100 the full control effect
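A549 ARE_Fluc cells in 5% FBS OPTI-MEM were exposed to compounds in concentration-response for 18-24 h at 37 deg C. Viability was read by CellTiter-Fluor fluorescence (Ex 405/Em 525) after 30 min, before the luciferase read.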
CCT modulator = High-Throughput Screening for Modulators of Cytosolic Chaperonin Activity; activity change, % (concentration not given with the values), hits read low; AID 651819, 2012; 360,000 compounds, 0.3% hits; purified chaperonin ATPase assay, HTRF ADP detection, 30 min; in the data active means activity change below about -30%; further: on the % scale 0 is the no-effect control and ±100 the full control effect
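TRiC at 40 or 20 nM final (batch-dependent) in 30 mM Tris pH 7.4, 100 mM KCl, 5 mM MgCl2, 1 mM DTT, with compound at single 76 uM and 10 uM ATP, 30 min at 37 deg C. ADP detected by HTRF Transcreener, 665/615 ratio.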
EPAC2 antag = qHTS for Antagonist of cAMP-regulated guanine nucleotide exchange factor 2 (EPAC2): primary screen; Rap guanine nucleotide exchange factor 4 (Homo sapiens), Q8WZA2; EPAC2 GEF exchange of Rap1B-BODIPY-GDP, fluorescence; Potency, µM (doses to about 114 µM), inactives show top-dose activity, negative = inhibition, usual class: inhibitors; 360,000 compounds, 0.18% hits; AID 720708, 2013; further: potency means the concentration at half of the fitted maximal effect; on the % scale 0 is the no-effect control and ±100 the full control effect; nearly all actives have a fitted effect of over 45% in size; many of its hits are not listed in these tables
Starred values were filed as active, the others as inactive; [ ] = dose if it differs, or a comment. Unless noted, the call rests on the fitted dose curve; in most records, active means well fitted curve in the direction sought with a large enough effect; inconclusive means small, poorly fitted or top-dose-only effect, or another doubt; inactive means no such curve, though single readings can be large; an effect the other way counts as inactive or inconclusive.

What do the screens show for `Cn1c(=O)n(C)c2cc(S(=O)(=O)N3CCCc4ccccc43)ccc21`?
TGFb SMAD3 inh: 13µM*; Mm-Cpn inhibitor: 2%; Akt phos inh: inactive; Nrf2 activator: 2.2%; EPAC2 agonist: 7%; Nrf2 inh: inconclusive; A549 viability: -7%; CCT modulator: -4.4; EPAC2 antag: -4%

What do the screens show for `COC(=O)C1=C(C)n2nnnc2NC1c1cc2ccccc2o1` (centres undefined)?
TGFb SMAD3 inh: 3%; Mm-Cpn inhibitor: 0%; Akt phos inh: inactive; Nrf2 activator: 0.5%; EPAC2 agonist: -2%; Nrf2 inh: inconclusive; A549 viability: inconclusive; CCT modulator: 0.6; EPAC2 antag: -3%

How did O=C(c1ccc(-n2cncn2)c2ccoc12)N1CCOCC1 do in these assays?
TGFb SMAD3 inh: 18%; Akt phos inh: inactive; Nrf2 activator: -0.5%[9.22 µM]; EPAC2 agonist: 6%; CCT modulator: -2.0; EPAC2 antag: 12%

What do the screens show for `O=C(COC(=O)C12CC3CC(CC(C3)C1)C2)Nc1ccc([N+](=O)[O-])cc1Br`?
TGFb SMAD3 inh: inconclusive; Mm-Cpn inhibitor: 1%; Akt phos inh: inactive; Nrf2 activator: -0.9%; EPAC2 agonist: 4%; Nrf2 inh: 10%; A549 viability: 9%; CCT modulator: -0.5; EPAC2 antag: -1%

Results for CC12CCC(C(=O)Nc3ccc(SC(F)F)cc3)(CC1=O)C2(C)C (centres undefined) ?
TGFb SMAD3 inh: 0%; Mm-Cpn inhibitor: -2%; Akt phos inh: inactive; Nrf2 activator: 3.0%; EPAC2 agonist: 5%; Nrf2 inh: -12%; A549 viability: 0%; CCT modulator: -0.6; EPAC2 antag: -11%

Results for CCCCc1nc2ccccc2c(NC(=O)CN(CC)CC)c1CCC ?
TGFb SMAD3 inh: 2%; Mm-Cpn inhibitor: 1%; Akt phos inh: inactive; Nrf2 activator: -0.1%; EPAC2 agonist: -2%; Nrf2 inh: 4%; A549 viability: 2%; CCT modulator: -1.9; EPAC2 antag: 1%

What do the screens show for `CN(CC1CCCN(CCc2cccc(C(F)(F)F)c2)C1)C(=O)c1ccc2nc[nH]c2c1` (centres undefined)?
TGFb SMAD3 inh: -12%; Mm-Cpn inhibitor: 0%; Akt phos inh: inactive; Nrf2 activator: 0.3%; EPAC2 agonist: -1%; Nrf2 inh: 8%; A549 viability: -4%; CCT modulator: -2.1; EPAC2 antag: -8%

What do the screens show for `Cc1cc2c(c(SCC(=O)NCc3ccccc3Cl)n1)C(=O)OC2`?
TGFb SMAD3 inh: -8%; Mm-Cpn inhibitor: -1%; Akt phos inh: inactive; Nrf2 activator: 0.3%; EPAC2 agonist: 6%; Nrf2 inh: 0%; A549 viability: -5%; CCT modulator: 1.5; EPAC2 antag: -11%

What do the screens show for `NN=C(c1ccccc1)c1ccccc1`?
TGFb SMAD3 inh: 13%; Akt phos inh: inactive; Nrf2 activator: 0.7%; EPAC2 agonist: 12%; Nrf2 inh: -2%; A549 viability: -5%; CCT modulator: 1.7; EPAC2 antag: -14%

How did O=C(c1ccco1)N1CCN(C(=O)c2cc3c(=O)oc4ccccc4c3s2)CC1 do in these assays?
TGFb SMAD3 inh: 24%; Mm-Cpn inhibitor: -8%; Akt phos inh: inactive; Nrf2 activator: 0.1%; EPAC2 agonist: 3%; Nrf2 inh: -6%; A549 viability: -1%; CCT modulator: -1.2; EPAC2 antag: 8%

Results for O=C(OCN1C(=O)c2ccccc2C1=O)/C(=C\c1ccco1)NC(=O)c1ccccc1 ?
TGFb SMAD3 inh: 16%; Mm-Cpn inhibitor: -1%; Akt phos inh: inactive; Nrf2 activator: 0.4%; EPAC2 agonist: 8%; Nrf2 inh: -28%; A549 viability: -2%; CCT modulator: 0.0; EPAC2 antag: -3%

Results for CC(=O)Nc1ccc(S(=O)(=O)Nc2ccc(C)c([N+](=O)[O-])c2)cc1 ?
TGFb SMAD3 inh: inconclusive; Mm-Cpn inhibitor: 3%; Akt phos inh: inactive; Nrf2 activator: -0.5%; EPAC2 agonist: -1%; Nrf2 inh: 26µM*; A549 viability: -8%; CCT modulator: 0.8; EPAC2 antag: 6%

What do the screens show for `O=C(CN1CCCc2ccccc21)NCc1ccccc1Cl`?
TGFb SMAD3 inh: 11%; Mm-Cpn inhibitor: 0%; Akt phos inh: inactive; Nrf2 activator: 0.0%[9.22 µM]; EPAC2 agonist: -15%; Nrf2 inh: 1%; A549 viability: 9%; CCT modulator: -2.9; EPAC2 antag: -2%

Results for CCCc1nc(SCC(=O)c2ccc(OC)cc2)c2ccccc2n1 ?
TGFb SMAD3 inh: -17%; Mm-Cpn inhibitor: -8%; Akt phos inh: inactive; Nrf2 activator: 6.1%; EPAC2 agonist: 8%; Nrf2 inh: -25%; A549 viability: -6%; CCT modulator: -1.2; EPAC2 antag: inconclusive

How did O=C(Cc1ccc2c(c1)CCCC2)Nc1ccccc1Br do in these assays?
TGFb SMAD3 inh: -21%; Mm-Cpn inhibitor: 0%; Akt phos inh: inactive; Nrf2 activator: 0.0%; EPAC2 agonist: 17%; Nrf2 inh: 11%; A549 viability: 13%; CCT modulator: 0.0; EPAC2 antag: -2%

How did Cc1ccc(O)c(CO)n1 do in these assays?
TGFb SMAD3 inh: 1%; Mm-Cpn inhibitor: -2%; Akt phos inh: inactive; Nrf2 activator: -0.2%; EPAC2 agonist: 12%; Nrf2 inh: 3%; A549 viability: 0%; CCT modulator: -1.3; EPAC2 antag: 3%

What do the screens show for `CN(C)c1ccc(/C=N\NC(=O)c2csnn2)cc1`?
TGFb SMAD3 inh: 7%; Mm-Cpn inhibitor: 0%; Akt phos inh: inactive; Nrf2 activator: -2.5%; EPAC2 agonist: 5%; Nrf2 inh: inconclusive; A549 viability: 5%; CCT modulator: -2.2; EPAC2 antag: -4%

What do the screens show for `O=C(Cc1ccc(Cl)cc1)Oc1cccc2cccnc12`?
TGFb SMAD3 inh: inconclusive; Mm-Cpn inhibitor: -3%; Akt phos inh: inactive; Nrf2 activator: inconclusive; EPAC2 agonist: 0%; Nrf2 inh: 14%; A549 viability: -1%; CCT modulator: -1.5; EPAC2 antag: 12%

Results for C[C@@H]1C=C(C(=O)NCc2nc3ccccc3[nH]2)O[C@H](OCc2ccc(CO)cc2)C1 ?
TGFb SMAD3 inh: -4%; Mm-Cpn inhibitor: 2%; Akt phos inh: inactive; Nrf2 activator: 6.7%; EPAC2 agonist: 6%; Nrf2 inh: 7%; A549 viability: 1%; CCT modulator: -1.7; EPAC2 antag: 4%

What do the screens show for `CCCCn1c(=O)c2oc3ccccc3c2n(Cc2cccc(F)c2)c1=O`?
TGFb SMAD3 inh: -13%; Nrf2 activator: 2.5%; Nrf2 inh: inconclusive; A549 viability: 7%

What do the screens show for `CSc1nc(=O)n(-c2ccccc2)c(C)c1C(C)=O`?
TGFb SMAD3 inh: -7%; Mm-Cpn inhibitor: -1%; Akt phos inh: inactive; Nrf2 activator: -0.4%; EPAC2 agonist: -7%; Nrf2 inh: 14%; A549 viability: 1%; CCT modulator: 1.1; EPAC2 antag: 4%

How did Cc1ccc(NC(=O)Nc2ncccc2C)cc1 do in these assays?
TGFb SMAD3 inh: 7%; Mm-Cpn inhibitor: 2%; Akt phos inh: inactive; Nrf2 activator: 11%; EPAC2 agonist: 5%; Nrf2 inh: inconclusive; A549 viability: 0%; CCT modulator: -0.1; EPAC2 antag: -4%

What do the screens show for `CCN1CCN(Cc2c(C)[nH]c3ccc(C(=O)OC)cc3c2=O)CC1`?
TGFb SMAD3 inh: -27%; Mm-Cpn inhibitor: 0%; Akt phos inh: inactive; Nrf2 activator: -0.4%; EPAC2 agonist: 1%; Nrf2 inh: 18%; A549 viability: 12%; CCT modulator: 2.0; EPAC2 antag: 12%

Results for Cc1ccc(F)cc1NC(=O)N1CCCN(C(=O)OC(C)(C)C)CC1 ?
TGFb SMAD3 inh: 20%; Mm-Cpn inhibitor: 0%; Akt phos inh: inactive; Nrf2 activator: -0.5%; EPAC2 agonist: -4%; Nrf2 inh: -5%; A549 viability: 1%; CCT modulator: -1.6; EPAC2 antag: -18%

Results for COc1ccc(C2/C(=C(/O)c3ccc(OC(C)C)cc3)C(=O)C(=O)N2CCCN2CCOCC2)cc1 (centres undefined) ?
TGFb SMAD3 inh: 19%; Mm-Cpn inhibitor: 1%; Akt phos inh: inactive; Nrf2 activator: -0.9%; EPAC2 agonist: 3%; Nrf2 inh: 0%; A549 viability: -9%; CCT modulator: -1.4; EPAC2 antag: 13%

What do the screens show for `COc1ccc(Cl)cc1NC(=O)C1CCCN(S(=O)(=O)c2cccc3nonc23)C1` (centres undefined)?
TGFb SMAD3 inh: -3%; Mm-Cpn inhibitor: 0%; Akt phos inh: inactive; Nrf2 activator: 13%; EPAC2 agonist: 2%; Nrf2 inh: 3%; A549 viability: 1%; CCT modulator: -1.8; EPAC2 antag: 7%

Results for O=C(CNC(=O)c1ccc(Cl)cc1)Nc1ccc(S(=O)(=O)Nc2ncccn2)cc1 ?
TGFb SMAD3 inh: -13%; Mm-Cpn inhibitor: -4%; Akt phos inh: inactive; Nrf2 activator: 0.0%; EPAC2 agonist: -4%; Nrf2 inh: 9%; A549 viability: 1%; CCT modulator: 1.3; EPAC2 antag: 8%

Only part of the results is shown; the hit share may differ from the screen's.
